USP2a block: inhibitors of human ubiquitin-specific protease USP2a | O75604 | USP2 core, Ub-CHOP2 coupled fluorogenic reporter, 485/531 | Potency, µM (top dose mostly 38.3 µM), without a hit: top-dose activity change, negative = inhibition, actives largely listed as inhibitors | hit rate 0.01% among 330,000 | AID 463254;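 further: potency means the concentration at half of the fitted maximal effect; plate controls were DMSO wells for no effect and full inhibition by NEM control for full effect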
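USP2 core (10nM final) preincubated 30min RT with compound in 20mM Tris-HCl pH 8.0, 2mM CaCl2, 2mM beta-mercaptoethanol, 0.05% CHAPS; 25nM Ub-CHOP2 plus 25nM reporter substrate added, fluorescence (Ex485/Em531) read after 60min.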
ASM inhibitor: blocks human secretory acid sphingomyelinase | P17405 | placental ASM, HMU-PC fluorogenic substrate, 60 min | Potency, µM (titrated, usually from 57.5 µM), for the others: top-dose activity change, negative = inhibition, most hits filed as inhibitors | hit rate 0.006% among 340,000; further: potency means the concentration at half of the fitted maximal effect
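Human placenta-derived ASM enzyme was preincubated with compound for 10 minutes at room temperature, then given fluorogenic substrate HMU-PC0 (9 uM final) for 60 minutes at 37 °C; a pH 10 stop preceded fluorescence reading at Ex 386/Em 447 nm.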
GALK inhibitor: inhibitors of human galactokinase; P51570; Purified GALK, Kinase-Glo residual ATP luminescence; Potency, µM (series often up to 57.5 µM), inactives show at the top dose activity change, negative = inhibition, hits mostly inhibitors; hit rate 0.007% among 270,000; further: potency means the concentration at half of the fitted maximal effect; on the % scale 0 is the no-effect control and ±100 the full control effect
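Human GALK (5 nM) with 35 uM ATP and 100 uM galactose in 20 mM HEPES pH 8.0, 5 mM MgCl2, 60 mM NaCl, 1 mM DTT, 0.01% BSA. After 1 h at room temperature, leftover ATP was read by Kinase-Glo Plus luminescence.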
Mito fusion act: mitochondrial division inhibition or fusion activation. S. cerevisiae fusion-defective mutant growth rescue, CellTiterGlo 48 h. Potency, µM (series often up to 46.1 µM), without a hit: top-dose growth rescue (activation), most hits filed as activators. hit rate 0.23% among 320,000. AID 485298;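 further: potency means the concentration at half of the fitted maximal effect; % of control where 0% means no effect; nearly all actives have a fitted effect of over 45% in size; temperature-sensitive fusion mutants such as fzo1-1 at 37 °C on non-fermentable ethanol glycerol medium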
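Compounds are tested for their ability to restore growth of mitochondrial fusion-defective yeast strains at non-permissive 37C in YPEG medium over 48 hours. Viability is quantified by luciferase luminescence.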
TSHR antagonist: antagonists of human thyroid stimulating hormone receptor | hit rate 0.2% among 330,000 | TSHR-expressing cells, TSH-stimulated cAMP HTRF, 2 h; stronger effect = lower value | P16473 | activity change, negative = inhibition, % at 11.5 µM;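 active means activity change below a set negative limit, meaning inhibition stronger than a set level, cut at about -70% in these data; inconclusive means activity change between two set negative limits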; further: on the % scale 0 is the no-effect control and ±100 the full control effect
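Read-out is FRET at 665 nm (cryptate excitation 337 nm) from a cryptate-tagged anti-cAMP antibody, competed by cell cAMP against cAMP-d2. Compounds are tested on freshly harvested TSHR cells challenged with 4nM TSH (EC80) for 2 hours at 37 deg C.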
Menin MLL FP TR: displaces Texas Red mutant MLL peptide from human menin. Menin + Texas Red MLL mutant peptide, fluorescence polarization. Potency, µM (highest dose often 61.6 µM), for the others: at the highest dose FP activity change, negative = inhibition, most hits filed as inhibitors. hit rate 0.23% among 270,000; active means well fitted inhibition curve with a large enough effect in the polarisation, with a control signal flat, not every such curve was filed as active; inconclusive means small, poorly fitted or top-dose-only effect, or effect the other way, or a change in a side signal; inactive means no such curve, though single readings can be large or run the other way; the % refers to the polarisation; further: potency means the concentration at half of the fitted maximal effect; % of control where 0% means no effect; many of its hits are not listed in these tables
hERG WT inh: KCNH2 (human, wildtype) channel inhibition; activity change, % at 1.84 µM; hit rate 0.37% among 340,000; U2OS, BacMam KCNH2, thallium flux FluxOr; stronger effect = lower value;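 active means maximum activity change below -70%; inconclusive means maximum activity change between -70% and -50%; inactive means maximum activity change above -50%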; further: on the % scale 0 is the no-effect control and ±100 the full control effect
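U2OS cells transduced with wild-type KCNH2 virus are loaded with FluxOr dye for 45 min, and thallium flux is measured in kinetic reads before and after stimulation buffer. Rate constants are normalized to DMSO controls.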
PKM2 activator: activators of human pyruvate kinase M2. P14618. purified PKM2, Kinase-Glo ATP luminescence, activation; response scale: 0% is enzyme alone, no compound. Potency, µM (top dose mostly 57.5 µM), for the others: top-dose activation, actives largely listed as activators. hit rate 0.34% among 260,000. AID 1631; further: potency means the concentration at half of the fitted maximal effect; on the % scale 0 is the no-effect control and ±100 the full control effect; nearly all actives have a fitted effect of over 55% in size
Target sequence (P14618 whole entry, looked up): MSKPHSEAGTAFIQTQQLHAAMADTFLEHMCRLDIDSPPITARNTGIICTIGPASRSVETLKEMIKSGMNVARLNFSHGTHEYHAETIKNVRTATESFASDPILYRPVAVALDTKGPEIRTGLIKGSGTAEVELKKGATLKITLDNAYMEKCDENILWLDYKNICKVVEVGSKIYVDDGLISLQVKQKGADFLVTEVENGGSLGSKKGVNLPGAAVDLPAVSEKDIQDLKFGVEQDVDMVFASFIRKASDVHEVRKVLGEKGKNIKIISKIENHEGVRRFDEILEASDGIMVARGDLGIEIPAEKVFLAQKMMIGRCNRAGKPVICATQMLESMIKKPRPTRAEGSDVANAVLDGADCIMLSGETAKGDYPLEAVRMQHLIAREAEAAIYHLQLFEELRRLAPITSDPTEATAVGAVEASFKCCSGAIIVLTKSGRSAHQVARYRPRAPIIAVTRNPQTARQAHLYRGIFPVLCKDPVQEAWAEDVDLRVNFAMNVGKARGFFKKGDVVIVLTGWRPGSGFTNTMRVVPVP
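hPK-M2, >95% pure; 0.1 mM ADP / 0.5 mM PEP final; imidazole pH7.2 buffer w/ 7 mM MgCl2, 50 mM KCl; 1 h RT; Kinase-Glo lum. Intermediate enzyme activity for dual inhibitor/activator qHTS.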
Chronic BCR inh: blocks chronic active B-cell receptor signaling. hit rate 0.05% among 340,000. ABC-DLBCL IkBa-CBG/CBR reporter, luminescence ratio, 4 h. Potency, µM (doses to about 46.1 µM), without a hit: at the highest dose ratio change, negative = lower green/red ratio, usual class: inhibitors; active means well fitted inhibition curve with a large enough effect in the signal ratio, with a control signal flat, not every such curve was filed as active; inconclusive means small, poorly fitted or top-dose-only effect, or effect the other way, or a change in a side signal; the % refers to the signal ratio;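 further: potency means the concentration at half of the fitted maximal effect; plate controls were basal doxycycline-induced cells for no effect and cells given 10 µM MG132 for full effect; MG132 reads +100%, hits lower the ratio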
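TMD8 ABC-DLBCL cells carrying doxycycline-inducible green luciferase fused to IkappaBalpha plus unfused red luciferase were exposed to compounds (up to 46 uM) for 4 hrs at 37C. Activity came from the overlap-corrected green/red luminescence ratio.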
MBNL1 CUG block: MBNL1-poly(CUG) RNA binding inhibition; Q9NR56; Potency, µM (series often up to 57.5 µM), for inactives: at the top dose activity change, negative = inhibition, most hits filed as inhibitors; hit rate 0.036% among 280,000; AID 2675; TR-FRET MBNL1-His/biotin-(CUG)12 binding, 665/545 ratio; active means well fitted inhibition curve with a large enough effect in the signal ratio, with a control signal flat, not every such curve was filed as active; inconclusive means small, poorly fitted or top-dose-only effect, or effect the other way, or a change in a side signal; inactive means no such curve, though single readings can be large or run the other way; the % refers to the signal ratio; further: potency means the concentration at half of the fitted maximal effect; on the % scale 0 is the no-effect control and ±100 the full control effect
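TR-FRET readout: Ex 340 nm, 665/545 nm emission ratio, normalized to buffer-only (basal) and MBNL1-(CUG)12 controls. Complex of MBNL1-His with Biotin-(CUG)12, compounds 92 nM–58 uM, incubated 60 min at room temperature.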
Eya2 phos inh: blocks the phosphatase activity of human Eya2; O00167; recombinant Eya2, OMFP fluorescence dephosphorylation (OMFP is methylfluorescein phosphate); Potency, µM (series often up to 76.9 µM), inactives show at the highest dose activity, negative = inhibition, actives largely listed as inhibitors; hit rate 0.006% among 330,000; AID 488837; further: potency means the concentration at half of the fitted maximal effect; on the % scale 0 is the no-effect control and ±100 the full control effect
Target sequence (O00167 whole entry, looked up): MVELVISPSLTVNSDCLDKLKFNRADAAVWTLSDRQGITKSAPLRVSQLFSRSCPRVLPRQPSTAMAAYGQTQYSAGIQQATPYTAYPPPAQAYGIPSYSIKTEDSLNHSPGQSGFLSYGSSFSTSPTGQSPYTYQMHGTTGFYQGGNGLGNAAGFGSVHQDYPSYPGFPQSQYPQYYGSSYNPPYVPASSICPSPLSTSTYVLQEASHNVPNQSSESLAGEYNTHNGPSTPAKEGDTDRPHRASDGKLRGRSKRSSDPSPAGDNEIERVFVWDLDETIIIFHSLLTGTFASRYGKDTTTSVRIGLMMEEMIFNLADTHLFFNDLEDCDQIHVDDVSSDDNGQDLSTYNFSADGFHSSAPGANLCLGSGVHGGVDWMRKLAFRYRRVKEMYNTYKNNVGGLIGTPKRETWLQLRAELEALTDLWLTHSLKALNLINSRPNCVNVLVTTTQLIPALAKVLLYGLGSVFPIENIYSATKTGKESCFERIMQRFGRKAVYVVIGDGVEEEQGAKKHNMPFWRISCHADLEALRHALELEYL
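Eya2 protein (added as 0.2 uM solution) was preincubated with compound for 10 min at ambient temperature in 50 mM HEPES pH 7.5, 50 mM NaCl, 5 uM MgCl2, 0.05% BSA, 1 mM DTT. OMFP (added at 50 uM) then reacted 10 min; fluorescence read at 485/525 nm.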
* hit, by the source's call; ? = inconclusive; . = not tested or not shown; & = joins results of further samples; [ ] = dose if it differs, or a comment. Unless noted, the call rests on the fitted dose curve; in most records, active means well fitted curve in the direction sought with a large enough effect; inconclusive means small, poorly fitted or top-dose-only effect, or another doubt; inactive means no such curve, though single readings can be large; an effect the other way counts as inactive or inconclusive. These rows are one share of the data (hit frequency here may not be typical).

Values run as follows: MBNL1 CUG block	USP2a block	Eya2 phos inh	Menin MLL FP TR	hERG WT inh	TSHR antagonist	GALK inhibitor	ASM inhibitor	Mito fusion act	PKM2 activator	Chronic BCR inh
Cn1cc(CN(CCO)Cc2cccs2)c(-c2cccc(Cl)c2)n1
 : 2%	1%	-17%	1%	-1	-4	4%	6%	-4%[9.22 µM]	1%	?
C=CCSc1nc(N)c(C(=O)Nc2ccccc2OC)cc1C(=O)Nc1ccccc1
 : 7%	0%	8%	-27%	10	-4	-2%	74%	1%	-1%	-4%
COC(=O)c1cc(Br)c(=O)n(Cc2ccco2)c1
 : 10%	5%	-6%	7%	-21	-6	3%	-1%	2%	4%	-1%
CC(C#N)Sc1ccc(S(=O)(=O)N2CCCC2)cn1 (configuration not stated)
 : .	1%	13%	.	4	-6	.	2%	2%	.	-4%
CCOc1cc(/C=N/n2c(C)nc3sc(C)c(C)c3c2=O)ccc1O
 : 2%	0%	2%	11%	.	1	10%	17%	4%	-8%	-6%
Cc1ccc(NC(=O)c2nnn(CC(=O)Nc3ccc4c(c3)OCO4)c2N)cc1C
 : -1%	-1%	?	3%	2	14	4%	4%	-6%	-4%[0.46 µM]	-10%
COc1cc(OC)cc(C(=O)NC(C(=O)N2CCc3ccccc3C2)C(C)C)c1 (configuration not stated)
 : 1%	-1%	12%	2%	-14	-15	5%	1%	10%	1%	?
Cc1c(C(=O)NCc2cccnc2)oc2c1C(=O)CC(C)(C)C2
 : -1%	0%	24%	-7%	-14	-3	1%	-3%	2%	2%	-8%
O=C(Nc1ccccc1)N1CCN(c2nc3ccccc3s2)CC1
 : 4%	-3%	3%	25%	-2	4	0%	-1%	1%	-4%	-29%
COc1ccc(OC)c(Cc2nnc(CCC(=O)NC3CCCCCCC3)o2)c1
 : 3%	-1%	7%	-7%	4	0	-1%	2%	2%	0%	0%
Cc1nc(N(C)C)c2sc(=S)n(Cc3ccccc3)c2n1
 : .	2%	8%	-8%	-3	-5	2%	-8%	-4%	2%	-7%
O=C(O)Cc1nn(Cc2ccc(Cl)cc2)c(=O)c2ccccc12
 : 5%	2%	12%	-3%	-5	1	2%	-2%	3%	-1%	?
Cc1ccc(Cl)cc1N(CC(=O)NC1CCCCC1)S(C)(=O)=O
 : 4%	2%	-2%	2%	-3	0	3%	4%	1%	-7%	0%
CN1CCN(c2ccccc2NC(=O)c2ccc(N3CCCCC3)c([N+](=O)[O-])c2)CC1
 : ?	-4%	-2%	-15%	2	14	0%	-4%	-3%	3%	?
c1nc(C2CCCCC2)cc2cc3c(cc12)OCO3
 : .	-6%	3%	.	0	9	.	0%	.	.	-2%
Cc1cc(C(=O)N2CCN(c3ccc([N+](=O)[O-])cc3)CC2)n[nH]1
 : ?	-1%	-4%	-11%	15	9	0%	3%	2%	.	-2%
COc1ccc(OCC2CCNCC2)cc1
 : 1%	3%	-5%	-8%	-2	-3	6%	-3%	3%	1%	-4%
O=C(COc1cccc(Oc2ccccc2)c1)Nc1ccc(SC(F)F)cc1
 : -1%	3%	-22%	14%	-2	-6	0%	-4%	6%	-2%	?
CC(C)N1CC(C(=O)Nc2ccccc2)CC1=O (configuration not stated)
 : ?	0%	7%	8%	-4	-9	-5%	5%	-1%	-5%	0%
Cc1nn(CC(=O)NC2CCCC2)c(C)c1[N+](=O)[O-]
 : .	1%	-22%	.	-1	-1	.	3%	-1%	.	4%
N#C/C(=C\c1cc(Cl)ccc1O)C(=O)NC1CCCCC1
 : 14%	-1%	-1%	-7%	24	31	0%	-1%	2%	3%	2%
CNCC(O)c1ccc(OC(=O)C(C)(C)C)c(OC(=O)C(C)(C)C)c1 (configuration not stated)
 : .	1%	2%	.	10	-2	.	-2%	-9%	.	-4%
Cc1noc(C)c1CSc1ccccc1C(=O)OC(C)C(N)=O (configuration not stated)
 : -2%	0%	0%	1%	-8	7	-1%	0%	4%	-8%	-3%
CNC(=S)Nc1ccc(Cc2ccncc2)cc1
 : -10%	0%	-9%	.	7	-2	0%	0%	-4%	-3%	2%
COC(=O)c1cc(Br)ccc1NC(=O)Nc1ccccc1
 : -5%	1%	-12%	-9%	4	3	3%	5%	12%	-14%	6%
Fc1ccc2cnc(-c3ccccc3)c(-c3cc(C(F)(F)F)cc(C(F)(F)F)c3)c2c1
 : .	7%	-13%	.	-6	-1	.	-18%	.	.	2%
Cc1ccc(C2=N/C(=C\c3cccs3)C(=O)N2Nc2ccccc2)cc1
 : 5%	-8%	-8%	-9%	4	24	0%	?	-5%	3%	-4%
Cc1ccc2sc(NC(=O)CN3C(=O)c4ccccc4C3=O)nc2c1C
 : -3%	4%	5%	-4%	4	-16	.	-6%	1%	2%	1%
CCCCn1c(SCc2nc(N)nc(Nc3ccccc3C)n2)nc2ccccc2c1=O
 : -14%	0%	2%	7%	-6	-5	3%	-16%	21%	10%	7%
CC(C)NC(=O)CCCOc1ccc(Cl)cc1Cl
 : -8%	-3%	7%	1%	-10	28	0%	5%	-2%	-10%	20%
C[C@H](NC(N)=O)C(=O)Nc1ccc(OCc2ccccc2)cc1
 : 3%	-2%	-2%	-2%	-1	-12	-2%	-1%	-1%	5%	2%
CCC(=O)N1CCc2cc(S(=O)(=O)CCC(=O)NCc3ccc4c(c3)OCO4)ccc21
 : 1%	1%	13%	-14%	1	4	1%	-1%	4%	-5%	-4%
Cc1nnc(SCC(=O)c2ccccc2F)n1Cc1ccccc1
 : 3%	-2%	-13%	.	-14	3	5%	1%	-6%	-2%	0%
Cc1cc(C)c(NC(=O)CN2CCN3CCCC3C2)c(C)c1 (configuration not stated)
 : ?	-1%	-9%	6%	-9&-8	8	3%	-4%&3%	-10%	-4%	9%
COc1ccc(-c2onc(C)c2-c2cscn2)c(O)c1
 : -2%	0%	12%	-2%	-4	-8	1%	1%	1%	-24%	?
O=[N+]([O-])c1ccc(S(=O)(=O)Nc2ccc3c(c2)OCCO3)cc1
 : ?	5%	17%	22%	4	5	-3%	15%	0%	-1%	-1%
O=C(O)c1cccnc1Sc1ccc(Br)cc1
 : -3%	3%	-1%	4%	16	-22	4%	-3%	5%	5%	10%
O=C(c1cnn2c(C(F)F)cc(C3CC3)nc12)N1CCc2ccccc2C1
 : 2%	1%	4%	-13%	0	-8	-3%	0%	13%	2%	0%
O=C(COc1ccc(Cl)cc1Cl)NCc1ccco1
 : 8%	-1%	-4%	15%	0	3	-4%	0%	0%	-3%	?
O=C1NCCN1CCNS(=O)(=O)c1cc(C(F)(F)F)cc(C(F)(F)F)c1
 : -1%	1%	-4%	.	18	-2	-1%	2%	0%	-4%	6%

Nothing new here: an excerpt of the list.
Values run as follows: MBNL1 CUG block	USP2a block	Eya2 phos inh	Menin MLL FP TR	hERG WT inh	TSHR antagonist	GALK inhibitor	ASM inhibitor	Mito fusion act	PKM2 activator	Chronic BCR inh
O=C(c1cnn2c(C(F)F)cc(C3CC3)nc12)N1CCc2ccccc2C1
 : 2%	1%	4%	-13%	0	-8	-3%	0%	13%	2%	0%
O=C(COc1ccc(Cl)cc1Cl)NCc1ccco1
 : 8%	-1%	-4%	15%	0	3	-4%	0%	0%	-3%	?
O=C1NCCN1CCNS(=O)(=O)c1cc(C(F)(F)F)cc(C(F)(F)F)c1
 : -1%	1%	-4%	.	18	-2	-1%	2%	0%	-4%	6%
